Screens from PubChem.
KB-3-1 cytotox: KB-3-1 parental cell cytotoxicity | KB-3-1 viability, CellTiter-Glo ATP luminescence, 72 h | Potency, µM (doses to about 46.1 µM), for the others: top-dose activity change, negative = cytotoxic, hits mostly cytotoxic | 400,000 compounds, 1.4% hits; note: potency is the fitted concentration of half-maximal effect; % is set by controls: 0 for no effect and ±100 for the full control effect; nearly all actives have a fitted effect of over 60% in size
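Screening of KB-3-1 cells (DMEM, 10% FBS, phenol-red free) ran from lowest to highest compound concentration; after 72 h at 37 °C viability was read luminescently and curves fitted.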
SW480 rereplic: inducers of DNA re-replication in SW480 colon cancer cells. 340,000 compounds, 1.8% hits. SW480 DNA re-replication, Hoechst DNA content imaging, 48 h. Potency, µM (top dose mostly 46.1 µM), without a hit: at the highest dose re-replication activation, hits mostly activators; note: potency is the fitted concentration of half-maximal effect; % of control where 0% means no effect; nearly all actives have a fitted effect of over 55% in size
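250 cells/well; 23 nL cpd via pin tool; 48 hr, 37 C, 5% CO2; Hoechst 40 min; imager read of total nuclear intensity, ex 405/em 500-530 nm.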
GLP-1R agonist: GLP-1 receptor (human) agonism | P43220 | HEK293 GLP-1R CRE-luciferase, luminescence, 4-6 h; cells express a hypersensitive GLP-1R form | Potency, µM (doses to about 45.6 µM), without a hit: at the top dose activation, most hits filed as activators | 380,000 compounds, 0.007% hits | AID 624172; note: potency is the fitted concentration of half-maximal effect; % of control where 0% means no effect
Target sequence (P43220 whole entry, looked up): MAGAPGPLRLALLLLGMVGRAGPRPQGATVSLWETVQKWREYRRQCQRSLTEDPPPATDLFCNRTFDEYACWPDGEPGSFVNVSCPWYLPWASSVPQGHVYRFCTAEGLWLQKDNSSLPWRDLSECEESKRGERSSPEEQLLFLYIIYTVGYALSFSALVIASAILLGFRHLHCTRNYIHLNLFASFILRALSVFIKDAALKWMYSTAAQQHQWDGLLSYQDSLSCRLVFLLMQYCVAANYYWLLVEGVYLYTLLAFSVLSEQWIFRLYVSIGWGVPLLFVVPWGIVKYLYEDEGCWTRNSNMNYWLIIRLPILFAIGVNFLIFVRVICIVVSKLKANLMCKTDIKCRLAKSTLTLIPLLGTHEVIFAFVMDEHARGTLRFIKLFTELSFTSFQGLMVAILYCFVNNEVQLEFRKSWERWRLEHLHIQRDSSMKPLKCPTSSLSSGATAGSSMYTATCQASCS
DRD3 antagonist: blocks the human D3 dopamine receptor; max response, negative = inhibition, %; D3R cells, DiscoveRx beta-arrestin luminescence, antagonist mode; active compounds read low; 360,000 compounds, 2.5% hits; in the data active = max response below about -50%; inconclusive = no clear call, values can overlap the other calls; note: % is set by controls: 0 for no effect and ±100 for the full control effect; mostly tested at two doses, the higher about 12 µM
Target sequence (P35462 whole entry, looked up): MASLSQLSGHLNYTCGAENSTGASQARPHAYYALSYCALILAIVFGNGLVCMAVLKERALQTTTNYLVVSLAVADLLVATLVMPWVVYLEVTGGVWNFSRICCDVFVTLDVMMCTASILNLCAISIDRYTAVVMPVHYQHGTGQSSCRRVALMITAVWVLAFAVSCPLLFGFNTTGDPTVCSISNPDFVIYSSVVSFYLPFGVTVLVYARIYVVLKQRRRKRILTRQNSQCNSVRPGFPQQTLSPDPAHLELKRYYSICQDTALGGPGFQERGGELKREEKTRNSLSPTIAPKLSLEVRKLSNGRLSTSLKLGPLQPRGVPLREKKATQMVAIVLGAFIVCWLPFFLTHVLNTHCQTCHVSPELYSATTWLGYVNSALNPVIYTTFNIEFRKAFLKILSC
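Cells plated overnight at 1500 cells/well, then exposed to library compounds with dopamine controls for 90 minutes at 37 degrees C. DiscoveRx reagent added for 30–60 minutes at room temperature; luminescence read, quantitative HTS format.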
HT1080 IDH1KD tx: kills HT-1080 cells with IDH1 knockdown | 360,000 compounds, 2% hits | AID 686971 | Potency, µM (top dose mostly 46.1 µM), inactives show at the top dose activity, negative = toxicity, actives largely listed as cytotoxic | HT-1080 IDH1 knockdown viability, ATP luminescence, 48 h;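 note: potency is the fitted concentration of half-maximal effect; 0% = DMSO wells and -100% = cell-free medium wells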
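HT-1080-IDH1KD cells (IDH1 knocked down), 750/well in RPMI with 5% FBS, treated with compound 48 h at 37 degrees C. Viability by CellTiter-Glo luminescence, normalised to DMSO and no-cell wells; concentration-response curves classed.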
HT1080NT lethal: kills 2HG-producing HT-1080-NT fibrosarcoma cells. HT-1080-NT fibrosarcoma viability, CellTiter-Glo ATP luminescence, 48 h. Potency, µM (doses to about 46.1 µM), for inactives: at the highest dose activity, negative = less viability, hits mostly cytotoxic. 360,000 compounds, 1.6% hits;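 note: NT is the 2HG producing partner of a matched IDH1 knockdown line; potency is the fitted concentration of half-maximal effect; 0% = DMSO-treated cells and -100% = media-only wells without cells; nearly all actives have a fitted effect of over 55% in size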
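Viability by CellTiter-Glo luminescence after 48 h compound exposure at 37C of HT-1080-NT cells (750/well, RPMI, 5% FBS). % activity scaled between DMSO wells and medium-only wells, then curve-fitted and categorized by curve class.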
DRD3 agonist: agonists of human D3 dopamine receptor | D3R DiscoveRx beta-arrestin cells, luminescence, 90 min | max activation, % | 410,000 compounds, 0.58% hits; in the data active = max activation above about 30%; note: 0% is about no effect; mostly tested at two doses, the higher about 12 µM
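Agonist mode: compounds and dopamine controls were applied to plated cells for 90 min at 37 degrees C after an overnight attachment at 1500 cells/well. Luminescent read-out followed 30 - 60 minutes at room temperature with DiscoveRx detection reagent.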
IL-1B inflam inh: blocks inflammasome-driven IL-1 beta release; THP-1 LPS/ATP IL-1B secretion, AlphaLISA, 16 h; active compounds read low; activity change, % at 57.5 µM; 360,000 compounds, 4.7% hits; AID 743279; in the data active = activity change below about -50%; inconclusive = mostly about -30% to -49%; note: % is set by controls: 0 for no effect and ±100 for the full control effect
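Secreted IL-1B measured by AlphaLISA bead assay after 16 h compound exposure of THP-1 cells; compounds (final up to 57.5 uM) added 1 h before LPS (250 ng/mL) and ATP (1.25 mM) stimulation; lower signal means less secretion.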
KB-V1 MDR tox: KB-V1 MDR subline cytotoxicity | Potency, µM (highest dose often 46.1 µM), inactives show top-dose activity change, negative = cytotoxicity, hits mostly cytotoxic | 400,000 compounds, 3.4% hits | KB-V1 MDR cells viability, CellTiter-Glo, 72 h; note: potency is the fitted concentration of half-maximal effect; % is set by controls: 0 for no effect and ±100 for the full control effect; nearly all actives have a fitted effect of over 60% in size
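qHTS viability screen in drug-selected KB-V1 MDR cells: 72 h compound treatment at 37 degrees C, ATP luminescence end point.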
* hit, by the source's call; ? = inconclusive; . = not tested or not shown; [ ] = another dose, or the depositor's remark. Unless noted, calls come from the whole dose curve; as a rule, active = well fitted curve in the direction sought with a large enough effect; inconclusive = small, poorly fitted or top-dose-only effect, or another doubt; inactive = no such curve, though single readings can be large; an effect the other way counts as inactive or inconclusive.

SMILES	KB-3-1 cytotox	SW480 rereplic	GLP-1R agonist	DRD3 antagonist	HT1080 IDH1KD tx	HT1080NT lethal	DRD3 agonist	IL-1B inflam inh	KB-V1 MDR tox
O=C(Nc1cc(C(F)(F)F)ccc1Cl)C(Sc1cccc[n+]1[O-])c1ccccc1 (stereo not given)	-3%	?	-9%	-22	-7%	-3%	-2	-96*	-22%
O=C(NCc1ccco1)c1c(Cl)cccc1Cl	0%	.	-1%	-12	-1%	14%	2	-19	15%
Cc1ccc(S(=O)(=O)NC(=O)c2cc(C)n(CCCN3CCOCC3)c2C)cc1	9%	-2%	-18%	20	14%	15%	7	29	3%
CCCCn1c(N)c(N(CCC(C)C)C(=O)COC(=O)c2cccnc2SC)c(=O)[nH]c1=O	?	-8%	5%	25	-2%	0%	-1	-7	-9%
O=C(Cn1nnc2ccccc2c1=O)Nc1cc(C(F)(F)F)ccc1N1CCOCC1	-6%	-6%	-2%	0	-2%[9.24 µM]	-1%	-3	-15	?
O=C(CN1CCOCC1)Nc1ccc(Oc2ccc(NC(=O)CN3CCOCC3)cc2)cc1	1%	-4%	-9%	3	4%	13%	8	47	?
Cc1ccc(OCCNC(=O)c2ccc3ccccc3n2)cc1	?	?	?	-17	-2%	-2%	-8	-3	-4%
CCC(C)CN1C(=O)CN(S(C)(=O)=O)CC1(C)C(=O)Nc1c(C)cccc1C (stereo not given)	13%	.	.	9	23%	18%	4	0	6%
CCCCS(=O)(=O)C(=C1Nc2ccccc2N1)S(=O)(=O)CCCC	-2%	-8%	-8%	19	9%	9%	-2	-3	-26%
O=C(NC(=S)NC1CCCCC1)c1ccc(F)cc1	11%	-8%	16%	-6	0%	-11%	-3	-2	0%
CCN(CC)S(=O)(=O)c1ccc(/C=C/C(=O)OCC(=O)c2c(N)n(C)c(=O)n(C)c2=O)cc1	-3%	-10%	6%	1	-9%	-21%	5	32	-20%
CCOCCCNc1nc2c(C)cccn2c(=O)c1/C=C1\SC(=S)N(CC(C)C)C1=O	12%	1%	20%	-22	13%	6%	0	-8	0%
Cc1ccc([N+](=O)[O-])cc1NC(=O)C1CCN(S(C)(=O)=O)CC1	-9%	-2%	0%	-6	18%	8%	4	-9	0%
CN(CC(=O)NCC1CCCO1)S(=O)(=O)c1cc(Cl)ccc1Cl (stereo not given)	1%	2%	9%	11	12%	5%	4	16	?
O=S(=O)(c1ccccc1)N1CCCC1c1nc2ccccc2s1 (stereo not given)	-16%	-6%	1%	3	-12%	-7%	1	6	?
N/C(=N\OC(=O)Cc1cccs1)c1ccc(Br)cc1	8%	-5%	22%	0	20%	26%	-3	-14	1%
CC(C)(CO)N1CCN(C(=S)Nc2ccccc2)CC1	-4%	-19%	-7%	12	0%	3%	0	7	1%
Nc1c(Cl)cc(C2=NCCn3nc4ccccc4c32)cc1Cl	6.5µM*	3%	24%	-22	-7%	-11%	-6	-15	21µM*
CCOc1ccc(S(=O)(=O)N2CCN(C(=O)c3cc(S(=O)(=O)N4CCOCC4)ccc3C)CC2)cc1	6%	13%	-6%	-8	1%	-4%	-11	-7	-7%
Cc1ccc(Cn2nc(C)c(NC(=O)CSc3nc4c(c(C(F)(F)F)n3)CCc3ccccc3-4)c2C)cc1	?	-28%	-10%	6	1%	6%	-6	0	4.1µM*
c1cc(-c2ccc(CN3CCOCC3)cc2)n2ccnc2c1	0%	.	-6%	-3	12%	3%	0	11	0%
COc1ccc(CCNC(=O)COc2ccc(S(=O)(=O)N3CCOCC3)cc2)cc1	-1%	-5%	10%	4	3%	11%	0	1	?
CCN(C(=O)c1cccnc1SC)C12CC3CC(CC(C3)C1)C2	-2%	?	8%	5	?	-25%	-4	18	-24%
CCCn1cc(S(=O)(=O)c2ccccc2)c(=O)c2cc(OCC)ccc21	9%	-29%	21%	-2	-1%	17%	5	-23	-11%
Nc1nonc1C(=O)NCCc1ccccc1	-19%	2%	-1%	2	9%	1%	13	-25	11%

Single values from the results shown.
In DRD3 antagonist, `O=C(CN1CCOCC1)Nc1ccc(Oc2ccc(NC(=O)CN3CCOCC3)cc2)cc1` has the entry 3
In HT1080 IDH1KD tx, `CCOc1ccc(S(=O)(=O)N2CCN(C(=O)c3cc(S(=O)(=O)N4CCOCC4)ccc3C)CC2)cc1` has the entry 1%

More records
SMILES	KB-3-1 cytotox	SW480 rereplic	GLP-1R agonist	DRD3 antagonist	HT1080 IDH1KD tx	HT1080NT lethal	DRD3 agonist	IL-1B inflam inh	KB-V1 MDR tox
O=C(Cc1c(F)cccc1Cl)N1CCOCC1	4%	-1%	-4%	1	8%	4%	3	10	27%
COc1ccc(C(=O)NC(=S)Nc2ccc3c4c(cccc24)CC3)cc1OC	-4%	3%	2%	64	22%	?	9	28	5%
Cc1[nH]c(=O)c(C(=O)c2cc(Cl)ccc2O)cc1C(=O)O	-12%	2%	4%	-27	10%	6%	-10	17	7%
COCCNCC(=O)N1CCCCCC1	-2%	-1%	-7%	-3	11%	23%	-4	1	3%
Nc1nonc1-n1nnc(C(=O)N/N=C/c2ccc(Cl)cc2Cl)c1CN1CCOCC1	-7%	-20%	0%	15	9%	21%	4	-4	0%
COc1ccc(NC(=O)Nc2ccc(OC)cc2)cc1	-4%	-5%	-18%	8	-1%	1%	-1	3	-10%
CC/C=C(/NC(C)=O)c1ccccc1	20%	-3%	2%	20	-7%	1%	-2	8	10%
COc1ccc(C)cc1NS(=O)(=O)c1ccc2c(c1)CCN2C(C)=O	-6%	?	3%	-3	-1%	-4%	-1	45	10%
Cc1c(Br)c([N+](=O)[O-])nn1CC(=O)Nc1cccc2nonc12	-16%	-5%	10%	-5	3%	-3%	0	3	-30%
O=C(CNC(=O)c1ccc(OC(F)F)cc1)Nc1cccc(S(=O)(=O)N2CCCC2)c1	1%	0%	-3%	-19	-9%	-2%	-21	5	?
COCCNc1nc(N)c([N+](=O)[O-])c(Nc2ccc(F)cc2)n1	-8%	-2%	12%	13	15µM*	?	5	29	0%
CCC(C)C(NC(=O)OC(C)(C)C)C(=O)NC(CC(C)C)C(N)=O (stereo not given)	-5%	-5%[9.22 µM]	2%	-8	17%	13%	1	21	0%
N#CC1=C(N)OC2=C(C(=O)CCC2)C1C1CC=CCC1 (stereo not given)	-2%	?	17%	-16	12%	4%	1	0	-6%
Cc1ccc2nc(NCC(=O)NN)nc(-c3ccccc3)c2c1	-4%	?	26%	21	-17%	-10%	0	0	22%
COc1ccc(CN(C)C(=O)c2ccccc2OCc2c(C)noc2C)c(OC)c1	-11%	-7%	26%	13	-1%	-1%	-5	34	?
O=[N+]([O-])c1ccccc1Sc1nccn1Cc1ccccc1	-2%	8%	4%	18	10%	2%	6	-12	?
Cc1cc(NC(=O)C23CC4CC(C2)CC(n2cnc([N+](=O)[O-])n2)(C4)C3)no1	0%	?	-2%	9	12%	12%	0	21	19%
O=C(CC1S/C(=N/N=C/c2cccs2)NC1=O)Nc1ccc(Cl)c(Cl)c1 (stereo not given)	?	?	1%	-21	8%	10%	3	-11	?
Cc1ccc(OCC(=O)Nc2c[nH]c(=O)[nH]c2=O)cc1C	12%	-14%	13%	-3	-2%	5%	15	-7	-2%
COc1ccc(S(=O)(=O)N(C)c2ccc(C(=O)N3CCC(C(N)=O)CC3)cc2)cc1	-17%	-1%	-10%	6	-1%	9%	-3	-20	24%
O=C(NC(=S)NCCN1CCOCC1)c1ccccc1Br	6%	1%	8%	-2	25%	11%	-2	0	2%
CCCCCCCCN1C(=O)[C@H](CC(=O)NCc2cccc(C(F)(F)F)c2)C[C@@]2(C(=O)OC)CCCCC=C12	?	.	3%	5	?	?	1	-55*	16µM*
CN1CC(=O)N(CC(=O)Nc2cccc3ccccc23)C1=O	9%	-5%	-1%	0	10%	3%	3	2	17%
COc1ccc(S(=O)(=O)N(C)C)cc1NC(=O)CSc1nc(N)cc(N)n1	-2%	-17%	14%	1	-5%	17%	9	20	0%
CC(C)C1N(C(N)=S)N=CC1(C)C (stereo not given)	5%	-17%	-1%	20	6%	14%	-1	2	8%

Pulled by structure from the list above (2):
SMILES	KB-3-1 cytotox	SW480 rereplic	GLP-1R agonist	DRD3 antagonist	HT1080 IDH1KD tx	HT1080NT lethal	DRD3 agonist	IL-1B inflam inh	KB-V1 MDR tox
CCCn1cc(S(=O)(=O)c2ccccc2)c(=O)c2cc(OCC)ccc21	9%	-29%	21%	-2	-1%	17%	5	-23	-11%
O=S(=O)(c1ccccc1)N1CCCC1c1nc2ccccc2s1 (stereo not given)	-16%	-6%	1%	3	-12%	-7%	1	6	?

Next part.
SMILES	KB-3-1 cytotox	SW480 rereplic	GLP-1R agonist	DRD3 antagonist	HT1080 IDH1KD tx	HT1080NT lethal	DRD3 agonist	IL-1B inflam inh	KB-V1 MDR tox
O=C(CSc1nc2c(sc3ccccc32)c(=O)n1CCc1ccccc1)NCc1ccco1	7%	-4%	6%	14	0%	-13%	-9	5	2.1µM*
CCN(C[C@H]1N[C@@](C)(C(=O)OC)[C@H]2C(=O)N(C)C(=O)[C@@H]12)C(=O)Nc1ccc(F)cc1	0%	-13%	-2%	11	9%	6%	4	42	0%
COc1ccc(-n2cccc2C=O)cc1	16%	-4%	-4%	-7	7%	9%	-7	-5	?
NC(=O)CC(CC(=O)OCc1ccccc1)c1ccccc1 (stereo not given)	2%	-4%	-5%	-2	-3%	1%	-5	24	-11%
Cc1cc(C)c(C)c(S(=O)(=O)N2CCN(C(=O)c3ccc4c(=O)n5c(nc4c3)CCC5)CC2)c1C	-7%	-3%	-2%	-13	-4%	-3%	-13	-20	-10%
COc1ccc(Cc2noc(COc3ccc(Cl)cc3)n2)cc1	1%	16%	2%	-9	-1%	2%	-17	20	-18%
O=C1c2ccccc2C(=O)N1CCc1nc(-c2ccncc2)no1	7%	-9%	-5%	3	2%	-5%	9	-8	13%
O=C(O)/C=C\C(=O)Nc1ccc(Oc2ccccc2)cc1	2%	0%	7%	25	-1%	-5%	2	12	-14%
COc1ccccc1NC(=O)CSC1CC(=O)N(c2ccc3c(c2)OCO3)C1=O (stereo not given)	3%	-1%	-12%	39	7%	1%	5	2	-2%
